Source: PubChem BioAssay (National Center for Advancing Translational Sciences (NCATS))
LmPK inhibitor = blocks Leishmania mexicana pyruvate kinase activity | purified LmPK, Kinase-Glo ATP luminescence, 1 h | hit rate 0.37% among 290,000 | Q27686 | Potency, µM (titrated, usually from 57.5 µM), for inactives: at the top dose activity change, negative = inhibition, most hits filed as inhibitors | AID 1721; note: potency is the fitted concentration of half-maximal effect; % is set by controls: 0 for no effect and ±100 for the full control effect
Target sequence (Q27686 whole entry, looked up): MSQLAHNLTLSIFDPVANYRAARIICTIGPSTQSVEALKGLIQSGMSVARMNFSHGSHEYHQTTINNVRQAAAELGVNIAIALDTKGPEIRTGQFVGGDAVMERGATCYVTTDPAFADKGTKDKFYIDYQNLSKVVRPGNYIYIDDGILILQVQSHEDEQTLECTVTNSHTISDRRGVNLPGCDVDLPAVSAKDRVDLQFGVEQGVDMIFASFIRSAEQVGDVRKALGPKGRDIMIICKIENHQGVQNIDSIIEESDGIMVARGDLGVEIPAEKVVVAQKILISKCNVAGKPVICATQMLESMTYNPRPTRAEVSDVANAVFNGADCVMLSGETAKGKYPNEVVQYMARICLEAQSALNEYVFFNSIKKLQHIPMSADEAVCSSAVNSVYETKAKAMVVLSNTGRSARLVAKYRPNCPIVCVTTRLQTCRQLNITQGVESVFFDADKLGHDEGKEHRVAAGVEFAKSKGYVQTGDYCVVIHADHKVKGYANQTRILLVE
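Purified LmPK (0.1 nM) converted ADP (0.1 mM) to ATP with PEP (0.5 mM) in imidazole buffer pH 7.2 with KCl and MgCl2, 1 h at room temperature. ATP was read by Kinase-Glo luminescence; data normalized to uninhibited and no-enzyme controls.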
Tb PYK inh = inhibitors of Trypanosoma brucei pyruvate kinase; Potency, µM (doses to about 76.8 µM), for the others: at the highest dose activity, negative = inhibition, most hits filed as inhibitors; AID 624173; TbPYK enzyme, Kinase-Glo Plus ATP luminescence, 45 min; hit rate 0.12% among 410,000; note: potency is the fitted concentration of half-maximal effect; % is set by controls: 0 for no effect and ±100 for the full control effect; nearly all actives have a fitted effect of over 50% in size
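Glycolytic pyruvate kinase of T. brucei was incubated with substrate, test compound and 130 uM ADP for 45 minutes at room temperature. Luminescent Kinase-Glo Plus signal was measured after 10 minutes.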
AmpC inh no detg = inhibitors of E. coli AmpC beta-lactamase without detergent; P00811; AmpC nitrocefin hydrolysis, absorbance 480 nm, 0.0001% Triton; Potency, µM (highest dose often 57.1 µM), for the others: at the top dose activity change, negative = inhibition, hits mostly inhibitors; hit rate 0.52% among 330,000; AID 485341;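 note: potency is the fitted concentration of half-maximal effect; plate controls were no compound for no effect and no enzyme for full effect; nearly all actives have a fitted effect of over 20% in size; some results filed as inactive show a strong effect at the top dose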
Target sequence (P00811 whole entry, looked up): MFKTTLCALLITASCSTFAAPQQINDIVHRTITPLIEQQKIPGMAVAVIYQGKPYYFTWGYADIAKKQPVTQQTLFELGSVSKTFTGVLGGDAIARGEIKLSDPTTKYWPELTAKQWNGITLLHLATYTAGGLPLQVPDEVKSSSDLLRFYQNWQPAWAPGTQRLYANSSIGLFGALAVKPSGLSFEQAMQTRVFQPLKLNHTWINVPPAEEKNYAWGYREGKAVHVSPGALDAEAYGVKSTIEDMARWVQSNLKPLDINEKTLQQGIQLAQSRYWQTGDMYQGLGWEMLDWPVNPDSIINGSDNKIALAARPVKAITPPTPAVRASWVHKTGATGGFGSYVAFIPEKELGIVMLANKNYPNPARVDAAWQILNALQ
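20 mM phosphate pH 7.0 + 0.01% (detergent screen) or 0.0001% Triton X-100; 5.3 nM AmpC reagent; cpd preinc 15 min RT; nitrocefin (800 uM stock) to start; A480 q20 s × 4 min; Activity was normalised to no-enzyme and no-compound control wells.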
Pf growth 48h = P. falciparum growth inhibition at 48 hours (one generation) | P. falciparum luciferase growth in erythrocytes, 48 h | Potency, µM (top dose mostly 28.7 µM), for inactives: at the top dose activity change, negative = inhibition, usual class: inhibitors | hit rate 5.9% among 310,000; note: potency is the fitted concentration of half-maximal effect; % is set by controls: 0 for no effect and ±100 for the full control effect
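Parasite viability was followed by luminescence of a genomically integrated firefly luciferase. Cultures held 0.1% parasitemia at 2% hematocrit (final), incubated under 5% CO2 at 37 C.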
Pf growth 96h = P. falciparum growth inhibition at 96 hour, primary screen for plastid delayed-death inhibitors; P. falciparum luciferase reporter growth, 96 h; Potency, µM (highest dose often 28.7 µM), for inactives: at the top dose activity change, negative = inhibition, actives largely listed as inhibitors; hit rate 6.9% among 320,000; note: potency is the fitted concentration of half-maximal effect; % is set by controls: 0 for no effect and ±100 for the full control effect
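Cell-based qHTS: luciferase-tagged P. falciparum in erythrocytes (2% hematocrit, 0.05% parasitemia final) incubated with compounds for 96 hours, 37 C, 5% CO2; luciferase detection reagent then added and luminescence measured.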
CHX counter = counter-screen hit for Shiga toxin inhibitors, cycloheximide; cell reporter, cycloheximide protein synthesis inhibition counterscreen; max response, %; hit rate 12% among 300,000; AID 2314; in the data active = max response mostly above about 13%, no sharp cut-off; inactive = mostly below about 14%; note: read at 38.3 µM for the half of the compounds with a filed dose; 0% is about no effect
Shiga toxin inh = Shiga toxin inhibition. Vero cells, Shiga toxin protein synthesis inhibition reporter. inhibition, % at 38.7 µM. hit rate 9.2% among 290,000; in the data active = inhibition mostly above about 28%, no sharp cut-off; inactive = mostly below about 43%; note: 0% is about no effect
Active calls of the source: *; [ ] = remark or other dose. Unless noted, calls come from the whole dose curve; as a rule, active = well fitted curve in the direction sought with a large enough effect; inconclusive = small, poorly fitted or top-dose-only effect, or another doubt; inactive = no such curve, though single readings can be large; an effect the other way counts as inactive or inconclusive.

For COc1ccc(-c2ccc(CCC(=O)O)n2CC(=O)Nc2ccccc2C)cc1 the results were LmPK inhibitor -1%, Tb PYK inh -6%, AmpC inh no detg -6%, Pf growth 48h 15%[0.00184 µM], Pf growth 96h inconclusive, CHX counter -2 and Shiga toxin inh 18.
Cc1ccc(Cn2cc(S(=O)(=O)c3ccc(Cl)cc3)c(=O)c3cc(F)ccc32)cc1 was read as LmPK inhibitor 0%, Tb PYK inh 1%, AmpC inh no detg -28%, Pf growth 48h inconclusive, Pf growth 96h inconclusive, CHX counter -1 and Shiga toxin inh 5.
For COc1ccc([C@@H]2CC=C(C(=O)O)[C@H](c3ccc(F)cc3)N2S(=O)(=O)c2ccc(Cl)cc2)cc1 the results were Tb PYK inh 16%, AmpC inh no detg -30%, Pf growth 48h inconclusive and Pf growth 96h inconclusive.
For Cc1ccc(OC(C)C(=O)Nc2cc(C)on2)cc1 (centres undefined) the results were LmPK inhibitor -10%, Tb PYK inh -3%, AmpC inh no detg 13%, Pf growth 48h 15%, Pf growth 96h 4.7µM*, CHX counter 9 and Shiga toxin inh -11.
For COc1ccccc1OCCn1cc(/C=N/NC(=O)c2ccncc2)c2ccccc21 the results were LmPK inhibitor 2%, Tb PYK inh 1%, AmpC inh no detg 111%[activator], Pf growth 48h -12%, Pf growth 96h -8%, CHX counter 2 and Shiga toxin inh 26.
`CC1CC2OC(=O)C3(C)CCCC(C)(C23)C1(O)CCc1ccoc1` (centres undefined) gave LmPK inhibitor -2%, Tb PYK inh 1%, AmpC inh no detg 15%, Pf growth 48h 0%, Pf growth 96h 0%, CHX counter -2 and Shiga toxin inh -5.
`CCCCc1nnc(NC(=O)CCS(=O)(=O)c2ccc(Cl)cc2)s1` gave Tb PYK inh -1%, AmpC inh no detg -22%, Pf growth 48h inconclusive and Pf growth 96h 18%.
For COc1ccccc1NC(=O)CN1CCN(CC(=O)Nc2ccc(Cl)c(C(F)(F)F)c2)CC1 the results were LmPK inhibitor 0%, Tb PYK inh -4%, AmpC inh no detg 203%[activator], Pf growth 48h 4%, Pf growth 96h inconclusive, CHX counter 2 and Shiga toxin inh -3.
`O=C(COc1ccccc1)NCC(=O)N/N=C/c1ccc(O)cc1O` gave LmPK inhibitor 0%, Tb PYK inh -6%, AmpC inh no detg -31%, Pf growth 48h inconclusive, Pf growth 96h inconclusive, CHX counter -2 and Shiga toxin inh 4.
Screening COc1ccccc1/C=N/Nc1cc(C)nc(N2CCOCC2)n1 returned LmPK inhibitor 2%, Tb PYK inh -1%, AmpC inh no detg 90%[activator], Pf growth 48h inconclusive, Pf growth 96h inconclusive, CHX counter 24* and Shiga toxin inh 22.

Gathered by group, those above containing a halogen
Cc1ccc(Cn2cc(S(=O)(=O)c3ccc(Cl)cc3)c(=O)c3cc(F)ccc32)cc1 was read as LmPK inhibitor 0%, Tb PYK inh 1%, AmpC inh no detg -28%, Pf growth 48h inconclusive, Pf growth 96h inconclusive, CHX counter -1 and Shiga toxin inh 5.
For COc1ccc([C@@H]2CC=C(C(=O)O)[C@H](c3ccc(F)cc3)N2S(=O)(=O)c2ccc(Cl)cc2)cc1 the results were Tb PYK inh 16%, AmpC inh no detg -30%, Pf growth 48h inconclusive and Pf growth 96h inconclusive.
`CCCCc1nnc(NC(=O)CCS(=O)(=O)c2ccc(Cl)cc2)s1` gave Tb PYK inh -1%, AmpC inh no detg -22%, Pf growth 48h inconclusive and Pf growth 96h 18%.
For COc1ccccc1NC(=O)CN1CCN(CC(=O)Nc2ccc(Cl)c(C(F)(F)F)c2)CC1 the results were LmPK inhibitor 0%, Tb PYK inh -4%, AmpC inh no detg 203%[activator], Pf growth 48h 4%, Pf growth 96h inconclusive, CHX counter 2 and Shiga toxin inh -3.

(listing goes on)
Cc1ccc(-c2noc(-c3ccccc3C(=O)NCC3CCCO3)n2)cc1 (centres undefined) was read as LmPK inhibitor -2%, Tb PYK inh -3%, AmpC inh no detg 55%, Pf growth 48h 55%[activator], Pf growth 96h 24%, CHX counter 27* and Shiga toxin inh 48*.
Screening COc1ccc(N(CC(=O)NCc2ccccc2)S(=O)(=O)c2c(C)nn(C)c2C)cc1 returned LmPK inhibitor -3%, Tb PYK inh 2%, AmpC inh no detg 8.9µM*, Pf growth 48h -10%, Pf growth 96h 13%, CHX counter -4 and Shiga toxin inh 30.
Screening CCOc1ccsc1C(=O)OC returned LmPK inhibitor 0%, Tb PYK inh -1%, AmpC inh no detg -12%, Pf growth 48h 39%[activator], Pf growth 96h 0%, CHX counter -3 and Shiga toxin inh -10.
`CC(C)(C)OC(=O)N[C@@H](Cc1ccccc1)c1nnc(S(=O)(=O)Cc2ccccc2)o1` gave LmPK inhibitor 11%, AmpC inh no detg inconclusive, Pf growth 48h 41%[activator], CHX counter 42 and Shiga toxin inh 17.
Screening COc1cccc(/C=N/NC(=O)CNC(=O)C(c2ccccc2)c2ccccc2)c1O returned LmPK inhibitor 0%, Tb PYK inh -2%, AmpC inh no detg -30%, Pf growth 48h inconclusive, Pf growth 96h inconclusive, CHX counter 38* and Shiga toxin inh 71*.
For COc1cc(/C=N/NC(=O)CCC(=O)NC2CCCCC2)ccc1C the results were LmPK inhibitor -5%, Tb PYK inh 5%, AmpC inh no detg -2%, Pf growth 48h 4%, Pf growth 96h 25%, CHX counter 3 and Shiga toxin inh 12.
Screening CCOC(=O)C1=NN(C(=O)c2ccc(C)cc2)C(O)(c2ccc(Cl)cc2)C1 (centres undefined) returned LmPK inhibitor 2%, Tb PYK inh 2%, AmpC inh no detg -24%, Pf growth 48h -1%, CHX counter 31 and Shiga toxin inh 32.
For COc1ccc(C2CC(c3ccc(F)cc3)n3nc(NS(C)(=O)=O)nc3N2)cc1 (centres undefined) the results were LmPK inhibitor -8%, Tb PYK inh 0%, AmpC inh no detg -30%, Pf growth 48h 13%, Pf growth 96h 59%[activator], CHX counter 0 and Shiga toxin inh -1.
For COc1cc(NC(=O)CCS(=O)(=O)c2ccc3c(c2)oc(=O)n3C)cc(OC)c1 the results were LmPK inhibitor -13%, Tb PYK inh 8%, AmpC inh no detg -19%, Pf growth 48h 13%, Pf growth 96h 1.5µM*, CHX counter -9 and Shiga toxin inh 16.
`CCOC(=O)N1CCN(S(=O)(=O)N2CCCC(C(=O)NCCc3ccc(OCC)c(OCC)c3)C2)CC1` (centres undefined) gave LmPK inhibitor 0%, Tb PYK inh 10%, AmpC inh no detg 137%[activator], Pf growth 48h 0%, Pf growth 96h -2%, CHX counter -2 and Shiga toxin inh 4.
`CC(C)(C)c1nn(-c2ccccc2)c2[nH]c(=O)c(CNc3ccc4c(c3)OCCO4)cc12` gave LmPK inhibitor -2%, Tb PYK inh 7%, AmpC inh no detg -17%, Pf growth 96h inconclusive, CHX counter 16* and Shiga toxin inh 30.
Screening Cn1nc(C(F)(F)F)c(-c2ccc(Br)cc2)c1NC(=O)c1ccco1 returned LmPK inhibitor -2%, Tb PYK inh 0%, AmpC inh no detg 59%, Pf growth 48h inconclusive, Pf growth 96h inconclusive, CHX counter -1 and Shiga toxin inh -10.
COc1ccc(C(=O)/C=C/Nc2ccccn2)cc1 was read as LmPK inhibitor 13µM*, Tb PYK inh inconclusive, AmpC inh no detg 2%, Pf growth 96h 51%[activator], CHX counter 2 and Shiga toxin inh -2.
For COC(=O)CCCn1nc(NC(=O)COc2ccc(F)cc2)cc1C the results were LmPK inhibitor 6%, Tb PYK inh 1%, AmpC inh no detg -8%, Pf growth 48h 45%[activator], Pf growth 96h 38%[activator], CHX counter -2 and Shiga toxin inh -4.
For COc1cc(/C=N/N2C(C)CCCC2C)cc(Br)c1O (centres undefined) the results were LmPK inhibitor 1%, Tb PYK inh 1%, AmpC inh no detg -23%, Pf growth 48h -19%, Pf growth 96h 0%, CHX counter 1 and Shiga toxin inh -3.
COc1ccc(N2C(=O)CCC(C(=O)NCc3ccccn3)C2c2ccc(OC)c(OC)c2)cc1 (centres undefined) was read as LmPK inhibitor 2%, Tb PYK inh 1%, AmpC inh no detg -7%, Pf growth 48h 4%, Pf growth 96h 4.7µM*, CHX counter -1 and Shiga toxin inh -4.
For Cc1ccc(CSCC(=O)Nc2ccccc2)cc1 the results were LmPK inhibitor 0%, Tb PYK inh 18%, AmpC inh no detg -26%, Pf growth 48h -7%, Pf growth 96h inconclusive, CHX counter 32* and Shiga toxin inh 26*.
`CNC(=O)OCCc1nccn1C` gave LmPK inhibitor -4%, Tb PYK inh -28%, AmpC inh no detg -16%, Pf growth 48h 14%, Pf growth 96h -1%, CHX counter -1 and Shiga toxin inh -7.
Cc1ccc(NC(=O)Cc2ccc([N+](=O)[O-])cc2)c(Br)c1 was read as LmPK inhibitor -3%, Tb PYK inh -14%, AmpC inh no detg -19%, Pf growth 48h -15%, Pf growth 96h -17%, CHX counter 17 and Shiga toxin inh 28.
For NNC(=O)c1cccc(COc2ccccc2Br)c1 the results were LmPK inhibitor -5%, Tb PYK inh 3%, AmpC inh no detg -16%, Pf growth 48h 383%[activator], Pf growth 96h inactive, CHX counter 81* and Shiga toxin inh 100*.
CSc1nn(-c2ccc(C(=O)OC(C(=O)NC(N)=O)C(C)C)cc2)c(=S)s1 (centres undefined) was read as LmPK inhibitor 2%, Tb PYK inh 4%, AmpC inh no detg 1%, Pf growth 48h inconclusive, Pf growth 96h -9%, CHX counter 1 and Shiga toxin inh 2.
CC(NC(=O)CN1C(=O)NC2(CCCCC2C)C1=O)c1ccccc1 (centres undefined) was read as Tb PYK inh 0%, AmpC inh no detg -2%, Pf growth 48h -3% and Pf growth 96h 19%.
For CCN1CCN(CCCN(Cc2ccco2)C(=S)Nc2cccc(Cl)c2C)CC1 the results were LmPK inhibitor 1%, Tb PYK inh 2%, AmpC inh no detg 42%, Pf growth 48h -28%, Pf growth 96h -1%, CHX counter -1 and Shiga toxin inh -4.
`COc1ccccc1CCC(=O)Nc1ccc2c(c1)CN(CCCn1cccn1)CC2` gave LmPK inhibitor 4%, Tb PYK inh 0%, AmpC inh no detg 38%, Pf growth 48h 8.3µM*, Pf growth 96h -15%, CHX counter -3 and Shiga toxin inh 7.
For Cc1c(C)c2c(OCC(=O)NCc3ccccn3)cc3c(c2oc1=O)CCC(C)(C)O3 the results were LmPK inhibitor 1%, Tb PYK inh -13%, AmpC inh no detg 22%, Pf growth 48h inconclusive, Pf growth 96h inconclusive, CHX counter -3 and Shiga toxin inh -5.
CC(=O)OCCn1c2nc(=O)[nH]c(=O)c-2nc2cc(C)c(C)cc21 was read as LmPK inhibitor 0%, Tb PYK inh 1%, AmpC inh no detg -16%, Pf growth 48h inconclusive, Pf growth 96h inconclusive, CHX counter -3 and Shiga toxin inh -13.
